Screens deposited in PubChem by National Center for Advancing Translational Sciences (NCATS).
PKM2 activator = PKM2 (human) enzyme activation; P14618; purified PKM2, Kinase-Glo ATP luminescence, activation; response scale: 0% is enzyme alone, no compound; Potency, µM (series often up to 57.5 µM), without a hit: at the highest dose activation, usual class: activators; actives 0.34% (n = 260,000); AID 1631; note: potency is the fitted concentration of half-maximal effect; nearly all actives have a fitted effect of over 55% in size
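ATP formation by purified human PK-M2, quantified via coupled luciferase luminescence after 1 h at room temperature with 0.1 mM ADP and 0.5 mM PEP final.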
uPA surface inh = inhibitors of cell surface uPA generation. cell surface uPA generation assay, qHTS. Potency, µM (doses to about 38.3 µM), inactives show top-dose activity change, negative = inhibition, hits mostly inhibitors. actives 0.31% (n = 330,000); active = well fitted inhibition curve with a large enough effect; inconclusive = small, poorly fitted or top-dose-only effect; inactive = no such curve, though single readings can be large or run the other way; tested in mouse RAW 264.7 cells; note: potency is the fitted concentration of half-maximal effect; nearly all actives have a fitted effect of over 55% in size
hERG WT inh = blocks the wildtype human KCNH2 potassium channel | Q12809 | U2OS, BacMam KCNH2, thallium flux FluxOr; active compounds read low | activity change, % at 1.84 µM | actives 0.37% (n = 340,000) | AID 720551;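 active = maximum activity change below -70%; inconclusive = maximum activity change between -70% and -50%; inactive = maximum activity change above -50%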
Target sequence (Q12809 whole entry, looked up): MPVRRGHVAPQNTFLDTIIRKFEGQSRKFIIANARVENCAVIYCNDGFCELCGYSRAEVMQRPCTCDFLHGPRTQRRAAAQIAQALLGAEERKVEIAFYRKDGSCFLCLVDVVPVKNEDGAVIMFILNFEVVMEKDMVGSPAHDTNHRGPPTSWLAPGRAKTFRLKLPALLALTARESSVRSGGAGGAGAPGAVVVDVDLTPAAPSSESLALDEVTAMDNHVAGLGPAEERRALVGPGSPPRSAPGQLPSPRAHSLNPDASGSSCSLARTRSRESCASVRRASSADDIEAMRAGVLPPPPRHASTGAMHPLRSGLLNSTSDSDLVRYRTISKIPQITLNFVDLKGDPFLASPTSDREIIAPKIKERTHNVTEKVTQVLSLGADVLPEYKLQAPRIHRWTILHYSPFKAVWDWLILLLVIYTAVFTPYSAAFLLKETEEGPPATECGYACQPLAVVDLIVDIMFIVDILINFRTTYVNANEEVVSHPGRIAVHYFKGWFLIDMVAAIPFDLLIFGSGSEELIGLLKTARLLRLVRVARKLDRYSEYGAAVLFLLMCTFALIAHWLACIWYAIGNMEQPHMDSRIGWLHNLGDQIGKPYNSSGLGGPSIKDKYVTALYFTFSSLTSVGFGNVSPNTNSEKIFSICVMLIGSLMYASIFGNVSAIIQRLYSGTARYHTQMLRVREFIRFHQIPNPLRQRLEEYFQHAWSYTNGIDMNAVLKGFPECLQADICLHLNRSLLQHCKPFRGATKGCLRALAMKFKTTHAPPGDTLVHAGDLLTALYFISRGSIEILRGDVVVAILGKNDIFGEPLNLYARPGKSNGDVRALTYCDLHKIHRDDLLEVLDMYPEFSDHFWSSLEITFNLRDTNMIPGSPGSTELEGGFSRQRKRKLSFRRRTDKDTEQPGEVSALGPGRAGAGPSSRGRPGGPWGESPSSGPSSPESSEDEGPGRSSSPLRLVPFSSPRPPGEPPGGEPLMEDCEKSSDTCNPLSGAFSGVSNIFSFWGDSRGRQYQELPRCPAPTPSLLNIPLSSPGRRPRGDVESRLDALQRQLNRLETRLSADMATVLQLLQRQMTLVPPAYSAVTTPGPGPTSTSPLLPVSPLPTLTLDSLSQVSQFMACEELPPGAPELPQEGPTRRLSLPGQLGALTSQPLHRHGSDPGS
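U2OS cells were transduced with wild-type KCNH2 virus (2.03 x 10^8 / mL) for 4 h at room temperature, then cultured overnight at 37 C. Thallium flux was read with FluxOr dye. Rate constants were normalized to DMSO controls.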
Eya2 phos inh = inhibitors of human Eya2 phosphatase activity. recombinant Eya2, OMFP fluorescence dephosphorylation (OMFP is methylfluorescein phosphate). Potency, µM (doses to about 76.9 µM), for the others: at the highest dose activity, negative = inhibition, actives largely listed as inhibitors. actives 0.006% (n = 330,000). AID 488837; note: potency is the fitted concentration of half-maximal effect
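Eya2 (0.2 uM) preincubated 10 min at ambient with compound, then OMFP substrate added at 50 uM; 10 min reaction in 50 mM HEPES pH 7.5, 50 mM NaCl, 5 uM MgCl2, 0.05% BSA, 1 mM DTT. Fluorescence read at Ex 485/Em 525 nm.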
B2AR arrestin = recruits beta-arrestin to the human beta2-adrenergic receptor; beta-arrestin recruitment to beta2AR, cell-based reporter; P07550; actives 0.02% (n = 330,000); Potency, µM (doses to about 46.1 µM), inactives show top-dose activation, actives largely listed as activators;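 note: potency is the fitted concentration of half-maximal effect; 0% = DMSO controls and full agonism = EC100 isoproterenol or metaproterenol; nearly all actives have a fitted effect of over 65% in size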
Giardia killer = Giardia lamblia killing | actives 0.15% (n = 340,000) | AID 540267 | activity change, % at 7.66 µM, hits read low | Giardia lamblia trophozoite viability; in the data active = activity change below about -80%; inconclusive = between about -30% and that limit;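 note: parasites exposed to compound for two days anaerobically before the ATP read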
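Viability, read as ATP luminescence: trophozoites at 100 cells/well, compound added, 48 hrs anaerobic at 37 deg C, then 15-30 min room-temperature development before reading.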
Chronic BCR inh = chronic active BCR signaling inhibition; actives 0.05% (n = 340,000); ABC-DLBCL IkBa-CBG/CBR reporter, luminescence ratio, 4 h; Potency, µM (titrated, usually from 46.1 µM), inactives show top-dose ratio change, negative = lower green/red ratio, most hits filed as inhibitors; AID 493014; active = well fitted inhibition curve with a large enough effect in the signal ratio, with a control signal flat, not every such curve was filed as active; inconclusive = small, poorly fitted or top-dose-only effect, or effect the other way, or a change in a side signal; the % refers to the signal ratio;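 note: potency is the fitted concentration of half-maximal effect; plate controls were basal doxycycline-induced cells for no effect and cells given 10 µM MG132 for full effect; MG132 reads +100%, hits lower the ratio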
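Compounds up to 46 uM were incubated four hours with TMD8 cells whose green CBG68 luciferase is fused to IkappaBalpha; red CBR luminescence normalised the signal, and concentration-effect curves were fitted to fusion, red and ratio data.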
KCNH2 3.1 block = blocks the human KCNH2 3.1 channel isoform. U2OS KCNH2 3.1, thallium flux FluxOr; active compounds read low. activity change, % (tested at about 1.8 µM). actives 0.95% (n = 340,000);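 active = maximum activity change below -70%; inconclusive = maximum activity change from -70% to -50%; inactive = maximum activity change above -50%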;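 note: thallium influx rate constant from kinetic fluorescence after stimulation buffer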
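Thallium flux read-out: FluxOr dye with Red40 quencher in HBSS/HEPES, 45 min at RT. Rate constants from kinetic reads were normalized to positive and negative DMSO controls. Cells: U2OS virally expressing the 3.1 isoform.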
GALK inhibitor = galactokinase (human) inhibition; P51570; Purified GALK, Kinase-Glo residual ATP luminescence; Potency, µM (doses to about 57.5 µM), without a hit: at the top dose activity change, negative = inhibition, most hits filed as inhibitors; actives 0.007% (n = 270,000); note: potency is the fitted concentration of half-maximal effect
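ATP-depletion format; final 35 uM ATP, 100 uM D-galactose, 5 nM enzyme; pH 8.0 HEPES/Mg2+ buffer; 60 min RT; luminescence read 10 min after detection reagent.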
USP2a block = USP2a (human) protease inhibition. USP2 core, Ub-CHOP2 coupled fluorogenic reporter, 485/531. Potency, µM (titrated, usually from 38.3 µM), inactives show top-dose activity change, negative = inhibition, hits mostly inhibitors. actives 0.01% (n = 330,000). AID 463254;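 note: potency is the fitted concentration of half-maximal effect; plate controls were DMSO wells for no effect and full inhibition by NEM control for full effect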
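Deubiquitinase activity read as fluorescence (485/531 nm) after Ub-CHOP2 cleavage activates the enterokinase reporter on its substrate; USP2 core 10nM, Ub-CHOP2 and substrate 25nM each, 30min compound preincubation then 60min RT; data normalized to NEM, curves fitted.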
FBPA coupling cs = coupling enzyme interference in Giardia aldolase counter-screen; actives 0.67% (n = 290,000); coupling enzyme system counterscreen, AmpLite Red fluorescence; AID 2472; activity change, negative = inhibition, % at 58.2 µM, hits read low; in the data active = activity change below about -30%
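Activity here indicates interference with the coupling reaction, not aldolase inhibition. Compounds at 57.5 uM final met coupling enzymes for 10 min at RT; substrate and AmpLite Red detection followed, with a 525/598 nm fluorescence read after 20 min.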
Starred values were filed as active, the others as inactive; ? = inconclusive; / = no result given; & = joins results of further samples; [ ] = remark or other dose. Unless noted, calls come from the whole dose curve; as a rule, active = well fitted curve in the direction sought with a large enough effect; inconclusive = small, poorly fitted or top-dose-only effect, or another doubt; inactive = no such curve, though single readings can be large; an effect the other way counts as inactive or inconclusive. Unless noted, % is set by controls: 0 for no effect and ±100 for the full control effect.

SMILES | PKM2 activator | uPA surface inh | hERG WT inh | Eya2 phos inh | B2AR arrestin | Giardia killer | Chronic BCR inh | KCNH2 3.1 block | GALK inhibitor | USP2a block | FBPA coupling cs
CCCN1CCN(C(=O)Cn2nc(C)n3c(cc4sccc43)c2=O)CC1 | / | -5% | 4 | -7% | -0.2% | 4 | 1% | 1 | -2% | 2% | 0
N#Cc1nc(-c2ccc(OCc3ccccc3)cc2)oc1NCCN1CCOCC1 | -2% | / | / | -31% | -0.6% | / | -9% | / | 2% | -6% | 4
C=CCCC1(C)C(=O)N(c2ccccc2)c2ccccc21 (stereo unspecified) | 0% | -8% | -2 | -1% | 3.5% | -14 | 1% | 11 | / | 1% | -1
N#Cc1ccc(C2=CC(=O)C[C@H](c3ccc4c(c3)OCO4)C2)cc1 | / | 12% | -4 | -13% | 0.1% | 6 | -2% | 10 | / | 3% | /
Cc1ccc(N2CCN(C(=O)Nc3cccc([N+](=O)[O-])c3)CC2C)cc1 (stereo unspecified) | -2% | 4% | -77* | -1% | 0.1% | -3 | 2% | -74* | -2% | 1% | 4
Cc1nn2cc(-c3ccccc3)nc2[nH]c1=O | 0% | 3% | -3 | 7% | -0.7% | 29 | -19% | -2 | 1% | -1% | 1
COc1ccc(Cn2nnnc2C(c2ccccn2)N2CCN(c3cc(Cl)ccc3C)CC2)cc1 (stereo unspecified) | 0% | 8% | 0 | 2% | 0.4% | 11 | 6% | -12 | 0% | -8% | -3
COc1cccc(/C(C)=N/NC(=O)c2cc(-c3cccnc3)nc3ccccc23)c1 | 3% | 7% | 13 | 2% | 0.3% | -26 | -20% | 3 | -2% | 4% | 5
NC(=O)C1CCN(c2nc(-c3ccc4occc(=O)c4c3)cs2)CC1 | / | 8% | / | -6%&-8% | 0.3%&0.3% | 21 | -30%&-3% | / | / | -2%&3% | /
c1ccc(CC2CCN(c3ncnc4sccc34)CC2)cc1 | / | -8% | -6 | -11% | 0.1% | 20 | 0% | -1 | 10% | -6% | 1
CC(C)Cn1c(-c2ccc(Cl)cc2)cnc1SCC(=O)N1CCOCC1 | 1% | -7% | -15 | 6% | -0.4% | -7 | -21% | -9 | / | 0% | -1
O=C(CNC(=O)OCc1ccccc1)NC1CCCCCC1 | 2% | -1% | -8 | 8% | 0.9% | -3 | 10% | -12 | -3% | 7% | 3
CC(C)CCN1NC2(CCCC(C)C2)NC1=S (stereo unspecified) | 3% | -2% | -4 | 3% | -0.3% | -8 | 1% | 10 | 0% | -1% | 1
CC1O[C@@H](OC2C(O)C(C)O[C@H](OC(=O)[C@]34CCC(C)(C)C[C@H]3C3=CCC5[C@@]6(C)CC(O)C(O[C@@H]7OC(CO)C(O)[C@@H](O)[C@@H]7O)[C@@](C)(C(=O)O)C6CC[C@@]5(C)[C@]3(CO)CC4)C2O[C@H]2OC(C)[C@@H](O[C@@H]3OCC(O[C@@H]4OC(CO)C(O)[C@H](O)C4O)[C@@H](O)[C@@H]3O)[C@H](O)C2O)C(O)C(O)C1O (stereo partly specified) | / | -5% | 6 | -1% | -0.1% | 4 | -1% | -17 | / | 3% | /
CCOC(=O)c1ccc(NC(=O)C2(c3ccc(OC)cc3)CCCC2)cc1 | 8% | 0% | 2 | -4% | -1.0% | -6 | -1% | 0 | 0% | 2% | -1
Nc1nc(C2CC2)c(Sc2sc(N)nc2C2CC2)s1 | 0% | 6% | 24 | 9% | -0.1% | 1 | -2% | -9 | -5% | 4% | -2
CCC(Oc1ccccc1)C(=O)N1CCN(CC)CC1 (stereo unspecified) | 1% | 1% | 8 | 2% | 0.1% | 5 | 7% | 0 | 0% | 8% | 5
CC1Cc2ccccc2N1C(=S)NC(=O)c1ccc(Cl)cc1Cl (stereo unspecified) | -1% | ? | -10 | -7% | 0.1% | -11 | ? | 8 | 1% | 1% | 6
Cc1cc(=O)[nH]c2c(C)cc(S(=O)(=O)Nc3ccc(O)cc3)cc12 | 8%[11.5 µM] | 31%[activator] | 6 | -1% | 0.0% | -29 | -9% | 29 | 9% | 2% | 10
CS(=O)(=O)N1CCC(C(=O)Nc2cc(Cl)c(Cl)cc2Cl)CC1 | -11% | 6% | -8 | -13% | -0.2% | 22 | 0% | -12 | 4% | -2% | 1
CC(C)CC1NC(=O)N(CC(=O)N2CCN(S(=O)(=O)c3ccccc3)CC2)C1=O (stereo unspecified) | -2% | -1% | 2 | ? | -0.7% | 2 | -2% | -2 | -2% | -1% | 1
O=C(NCC1COc2ccccc2O1)c1cccc(S(=O)(=O)N2CCOCC2)c1 (stereo unspecified) | / | -4% | 40 | -18% | -0.2% | -23 | 1% | -8 | / | -3% | /
O=C(CCc1ccccc1)NC(=S)Nc1cccc(Br)c1 | -5% | -3% | 16 | -3% | -0.4% | -16 | 3% | -14 | 1% | 0% | 0
CCCNC(=O)Nc1ccc2c(c1)nc(C)n2C | -4% | -5% | 1 | -34% | -0.5% | -16 | 3% | 3 | -2% | 5% | -1
Cc1ccc(OCC(=O)Nc2ccc(O)c(-c3nc4ccccc4o3)c2)cc1 | 0% | 2% | -4 | 17% | -1.9% | 17 | 6% | -4 | 1% | 1% | 3
CCCC(C(=O)NCC1CCCO1)N(Cc1ccccc1)C(=O)CNS(=O)(=O)c1ccccc1 (stereo unspecified) | -3% | 8% | -8 | -8% | 0.1% | -7 | 3% | 8 | -2% | -1% | 1
COC(=O)c1ccccc1NC(=O)C1CCN(S(=O)(=O)c2cc(C)ccc2OC)CC1 | 10% | 2% | 6 | -5% | -0.1% | 13 | 3% | -7 | -3% | 2% | 3
CN(c1ccccc1)S(=O)(=O)c1ccc(Cl)c(C(=O)NCCc2c[nH]c3ccccc23)c1 | 0% | -10% | -4 | 1% | -0.8% | -4 | ? | 1 | 2% | ? | -2
CC(O)[C@H]1CN=C(N)N1CCCCC1CCCCC1 (stereo partly specified) | 3% | 15% | 2 | -3% | 0.3% | 14 | -6% | 11 | 0% | -4% | 3
CCOC(=O)CN1C(=O)N[C@@H](CCc2ccccc2)[C@H](C(C)=O)[C@H]1C | -8%[11.5 µM] | -7% | 11 | / | / | 7 | / | -7 | / | / | -1
O=C(OCC(=O)c1ccc[nH]1)c1ccc2ccccc2n1 | 1% | 8% | -2 | 21% | 0.1% | -15 | 7% | 16 | -1% | 2% | -1
CC(C)c1ccccc1OCCNC(=O)c1cccnc1 | 7% | -5% | -2 | 2% | -0.1% | 5 | -2% | / | -1% | 2% | -2
O=C(CSc1nnnn1C1CC1)N1CCN(c2ccccc2F)CC1 | / | 11% | 1 | 1% | 0.1% | -27 | 7% | 0 | / | 1% | /
COCCn1c(=S)[nH]c2cc(C(=O)NC(C)C)ccc2c1=O | 4% | 0% | -3 | 3% | 0.7% | -5 | ? | 3 | -1% | -2% | 1
CC(=O)Nc1nc(=O)c2ccccc2s1 | 22% | -5% | 4 | -4% | -0.4% | 27 | ? | 7 | 0% | 0% | 0
CCC(=O)Nc1c(S(=O)(=O)c2ccccc2)c2nc3ccccc3nc2n1C(C)c1ccccc1 (stereo unspecified) | 4% | 0% | 8 | -1% | -0.6% | -5 | ? | -20 | / | -3% | -3
O=C(O)[C@H](Cc1ccccc1)NC(=O)N1CCCCCC1 | / | 4% | -3 | 14% | 0.0% | 6 | ? | -1 | 2% | -2% | 1
CCCn1c(SCc2nc(-c3cccs3)no2)nnc1-c1ccncc1 | 9% | / | -4 | -14% | 0.0% | -8 | -9% | -2 | 1% | 1% | -1
O=C(O)CCC(=O)Nc1ccc(N2CCCCCC2)cc1 | -14% | -4% | 20 | 7% | -0.3% | 46[activator] | / | 2 | -1% | 0% | -6
CC(Sc1nc2c(c(=O)[nH]1)CCCC2)C(=O)Nc1ccc(S(N)(=O)=O)cc1 (stereo unspecified) | 2% | -3% | 4 | 0% | -0.6% | 2 | 1% | 3 | 18% | 0% | -1
COC(=O)c1ccccc1N1CCS(=O)(=O)CC1 | 5% | 3% | 2 | -7% | -0.1% | -2 | 3% | 2 | 2% | 5% | 3
Cc1cc(C)cc(NC(=O)Nn2cnnc2)c1 | -7% | 0% | 6 | -19% | -0.4% | 3 | 0% | -4 | 6% | 1% | 0
COCCn1c(SCC(=O)Nc2nnc(C)s2)nnc1-c1cc2ccccc2cc1O | 9% | 3% | -3 | 21% | -0.3% | -1 | -4% | -2 | -2% | -1% | -44*

2 of these compounds in a different format:
Compound,PKM2 activator,uPA surface inh,hERG WT inh,Eya2 phos inh,B2AR arrestin,Giardia killer,Chronic BCR inh,KCNH2 3.1 block,GALK inhibitor,USP2a block,FBPA coupling cs
CC(=O)Nc1nc(=O)c2ccccc2s1,22%,-5%,4,-4%,-0.4%,27,?,7,0%,0%,0
COCCn1c(=S)[nH]c2cc(C(=O)NC(C)C)ccc2c1=O,4%,0%,-3,3%,0.7%,-5,?,3,-1%,-2%,1
